# Screening results: PubChem BioAssay, National Center for Advancing Translational Sciences (NCATS)
# HT1080NT lethal = qHTS for induction of synthetic lethality in tumor cells producing 2HG: qHTS for the HT-1080-NT fibrosarcoma cell line. HT-1080-NT fibrosarcoma viability, CellTiter-Glo ATP luminescence, 48 h. Potency, µM (top dose mostly 46.1 µM), without a hit: at the highest dose activity, negative = less viability, actives largely listed as cytotoxic. 360,000 compounds, 1.6% hits. AID 686970, 2013;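 further: NT is the 2HG producing partner of a matched IDH1 knockdown line; potency means the concentration at half of the fitted maximal effect; 0% = DMSO-treated cells and -100% = media-only wells without cells; nearly all actives have a fitted effect of over 55% in size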
#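 A 48-hour cytotoxicity screen used HT-1080-NT cells plated 2 hours before compound delivery. ATP-based CellTiter-Glo luminescence measured viability, normalized to DMSO and no-cell controls.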
# D3 antag = qHTS of D3 Dopamine Receptor Antagonist: qHTS; D(3) dopamine receptor (Homo sapiens), P35462; D3R cells, DiscoveRx beta-arrestin luminescence, antagonist mode; active compounds read low; max response, negative = inhibition, %; 360,000 compounds, 2.5% hits; in the data active means max response below about -50%; inconclusive means no clear call, values can overlap the other calls; further: on the % scale 0 is the no-effect control and ±100 the full control effect; mostly tested at two doses, the higher about 12 µM
# Target sequence (P35462 whole entry, looked up): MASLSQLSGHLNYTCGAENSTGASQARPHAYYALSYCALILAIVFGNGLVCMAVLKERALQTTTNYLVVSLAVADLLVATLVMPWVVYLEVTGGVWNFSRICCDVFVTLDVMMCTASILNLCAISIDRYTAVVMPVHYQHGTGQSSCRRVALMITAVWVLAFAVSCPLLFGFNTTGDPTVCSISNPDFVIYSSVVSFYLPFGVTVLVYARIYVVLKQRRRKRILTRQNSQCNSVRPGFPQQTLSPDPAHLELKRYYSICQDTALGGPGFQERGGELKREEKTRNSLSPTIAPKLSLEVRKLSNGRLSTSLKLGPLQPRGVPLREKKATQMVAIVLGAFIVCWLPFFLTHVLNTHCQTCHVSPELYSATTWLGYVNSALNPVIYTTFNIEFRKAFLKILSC
#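 Cells expressing the human receptor were seeded at 1500 cells/well, incubated overnight at 37 degrees C in 5% CO2, then exposed to library compounds with dopamine controls for 90 minutes at 37 degrees C before luminescent detection.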
# KB-3-1 cytotox = qHTS assay for MDR1-selective chemotherapeutics: Primary screen using the parental adenocarcinoma cell KB-3-1; Potency, µM (series often up to 46.1 µM), for the others: top-dose activity change, negative = cytotoxic, most hits filed as cytotoxic; AID 1347075, 2019; KB-3-1 viability, CellTiter-Glo ATP luminescence, 72 h; 400,000 compounds, 1.4% hits; further: potency means the concentration at half of the fitted maximal effect; on the % scale 0 is the no-effect control and ±100 the full control effect; nearly all actives have a fitted effect of over 60% in size
#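 Parental KB-3-1 adenocarcinoma cells in phenol-red-free DMEM with 10% FBS were pin-treated with compounds at several concentrations, incubated 72 h at 37 °C, and viability read by CellTiter-Glo luminescence; concentration-effect curves were fitted after normalization.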
# KB-V1 MDR tox = qHTS assay for MDR1-selective chemotherapeutics: Primary screen using the drug-selected MDR subline cells KB-V1. KB-V1 MDR cells viability, CellTiter-Glo, 72 h. Potency, µM (titrated, usually from 46.1 µM), inactives show at the top dose activity change, negative = cytotoxicity, usual class: cytotoxic. 400,000 compounds, 3.4% hits. AID 1347076, 2019; further: potency means the concentration at half of the fitted maximal effect; on the % scale 0 is the no-effect control and ±100 the full control effect; nearly all actives have a fitted effect of over 60% in size
#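 Cells of the MDR subline KB-V1 are plated, dosed with compound at multiple concentrations, and incubated 72 h at 37 degrees C; CellTiter-Glo is then added and luminescence read after 10 min.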
# D3 ag = qHTS of D3 Dopamine Receptor Agonist: qHTS. D(3) dopamine receptor (Homo sapiens), P35462. D3R DiscoveRx beta-arrestin cells, luminescence, 90 min. max activation, %. 410,000 compounds, 0.58% hits. AID 652048, 2013; in the data active means max activation above about 30%; further: 0% is about no effect; mostly tested at two doses, the higher about 12 µM
#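 Agonist mode: compounds and dopamine controls were applied to plated cells for 90 min at 37 degrees C after an overnight attachment at 1500 cells/well. Luminescent read-out followed 30 - 60 minutes at room temperature with DiscoveRx detection reagent.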
# HT1080 IDH1KD tx = qHTS for induction of synthetic lethality in tumor cells producing 2HG: qHTS for the HT-1080-IDH1KD cell line. 360,000 compounds, 2% hits. HT-1080 IDH1 knockdown viability, ATP luminescence, 48 h. AID 686971, 2013. Potency, µM (doses to about 46.1 µM), for the others: top-dose activity, negative = toxicity, usual class: cytotoxic;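 further: potency means the concentration at half of the fitted maximal effect; 0% = DMSO wells and -100% = cell-free medium wells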
#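 In this qHTS, HT-1080 cells depleted of IDH1 are exposed for 48 h at 37 °C to compound titrations. Toxicity is scored from CellTiter-Glo luminescence, with DMSO as full viability and medium alone as none.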
# GLP1R ag = qHTS of GLP-1 Receptor Agonists. Glucagon-like peptide 1 receptor (Homo sapiens), P43220. HEK293 GLP-1R CRE-luciferase, luminescence, 4-6 h; cells express a hypersensitive GLP-1R form. Potency, µM (doses to about 45.6 µM), for the others: at the top dose activation, hits mostly activators. 380,000 compounds, 0.007% hits; further: potency means the concentration at half of the fitted maximal effect; % of control where 0% means no effect
# Target sequence (P43220 whole entry, looked up): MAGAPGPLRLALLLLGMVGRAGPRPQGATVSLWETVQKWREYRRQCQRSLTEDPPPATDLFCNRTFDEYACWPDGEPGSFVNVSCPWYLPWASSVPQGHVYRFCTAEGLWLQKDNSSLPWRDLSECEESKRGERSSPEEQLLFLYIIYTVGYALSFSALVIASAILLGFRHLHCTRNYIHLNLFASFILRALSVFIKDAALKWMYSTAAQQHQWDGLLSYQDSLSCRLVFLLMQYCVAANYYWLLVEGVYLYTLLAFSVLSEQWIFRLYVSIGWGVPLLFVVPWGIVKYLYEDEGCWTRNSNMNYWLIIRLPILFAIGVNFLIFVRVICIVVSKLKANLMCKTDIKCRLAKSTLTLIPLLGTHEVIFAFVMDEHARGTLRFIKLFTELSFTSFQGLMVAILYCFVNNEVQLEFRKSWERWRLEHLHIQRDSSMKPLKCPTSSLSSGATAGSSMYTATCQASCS
# IL-1B inflam inh = qHTS for Inhibitors of Inflammasome Signaling: IL-1-beta AlphaLISA Primary Screen; activity change, % at 57.5 µM; 360,000 compounds, 4.7% hits; AID 743279, 2014; THP-1 LPS/ATP IL-1B secretion, AlphaLISA, 16 h; active compounds read low; in the data active means activity change below about -50%; inconclusive means mostly about -30% to -49%; further: on the % scale 0 is the no-effect control and ±100 the full control effect
#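 THP-1 cells pretreated 1 hr with compounds (up to 57.5 uM final), then stimulated with LPS (250 ng/mL final) plus ATP (1.25 mM final); secreted IL-1B measured by AlphaLISA after 16 hr, decreased signal indicating inhibition.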
# SW480 rerep = A quantitative high throughput screen for small molecules that induce DNA re-replication in SW480 colon adenocarcinoma cells; SW480 DNA re-replication, Hoechst DNA content imaging, 48 h; Potency, µM (titrated, usually from 46.1 µM), for inactives: top-dose re-replication activation, actives largely listed as activators; 340,000 compounds, 1.8% hits; AID 624297, 2012; further: potency means the concentration at half of the fitted maximal effect; % of control where 0% means no effect; nearly all actives have a fitted effect of over 55% in size
#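 Hoechst fluorescence of nuclei (405 nm excitation, 500-530 nm emission) measured by plate-scanning imager after 48 hr compound exposure at 37 C; re-replication scored as increased number of nuclei with elevated intensity.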
# Numbers without * were called inactive; ? = inconclusive; nt = no result given; [ ] = another dose, or the depositor's remark. Unless noted, the call rests on the fitted dose curve; in most records, active means well fitted curve in the direction sought with a large enough effect; inconclusive means small, poorly fitted or top-dose-only effect, or another doubt; inactive means no such curve, though single readings can be large; an effect the other way counts as inactive or inconclusive.
SMILES,HT1080NT lethal,D3 antag,KB-3-1 cytotox,KB-V1 MDR tox,D3 ag,HT1080 IDH1KD tx,GLP1R ag,IL-1B inflam inh,SW480 rerep
O=C(c1cccn(Cc2ccc(C(F)(F)F)cc2)c1=O)N1CCOCC1,8%,-2,5%,-8%,2,-8%,3%,-1,1%
Cc1nn(-c2ccccc2)c(OC(=O)c2ccc(Br)cc2)c1S(=O)(=O)c1ccccc1,nt,nt,11%,-5%,9,nt,-2%,nt,nt
O=c1[nH]n(CC2COC3(CCCCC3)O2)c(=O)c2ccccc12 (stereo not given),0%,-15,1%,?,8,0%,?,-3,-5%
CCOC(=O)c1cnc2c(OC)cccc2c1Nc1cccc(O)c1,nt,nt,?,13µM*,0,nt,27%,nt,nt
N#CCn1nnc(-c2ccc3c(c2)OCO3)n1,4%,-17,0%,-18%,-6,13%,4%,-21,-1%
CC1CN(CC(O)COc2ccc(C(C)C)cc2)CC(C)O1 (stereo not given),-1%,-16,-1%,0%,-3,2%,-5%,18,-7%
CC(=O)c1c(-c2ccccc2)c2cc(Cl)ccc2n(C)c1=O,-1%,3,0%,?,8,-21%,1%,-5,2%
Cc1ccc(NC(=O)/C(=C\c2ccccc2)NC(=O)/C=C/c2ccccc2)cc1,8%,6,-4%,-3%,3,19%,-12%,-25,-10%
CCOc1ccccc1NC(=O)C(CC(C)C)NC(=O)C1CCCCC1 (stereo not given),0%,20,10%,-11%,-1,12%,-7%,-2,6%
CCN(CC)S(=O)(=O)c1ccc2c(c1)nc(CCC(=O)OCC(=O)Nc1cc(Cl)cc(Cl)c1)n2C,-3%,3,21%,17%,-6,2%,12%,18,-9%
C=CCc1cc(OC)ccc1OCCOCCN1CCc2ccccc2C1,?,-88*,-20%,?,-24,?,18%,?,1%
N#C/C(=C\c1ccc(O)c(O)c1)C(=O)Nc1cccc2ncccc12,-9%,-9,9%,-9%,2,-25%,-2%,34,29%
COc1ccc(CCNC(=O)c2ccc3c(c2)OCO3)cc1,-6%,-6,49%,1%,9,-1%,14%,-2,-8%
Cc1cc(Br)c(S(=O)(=O)n2nnc3ccccc32)cc1C,0%,-8,8%,17%,2,4%[9.24 µM],1%,13,?
CCc1ccc(OCC(=O)N2c3ccccc3CCc3ccccc32)cc1,-15%,15,?,18µM*,-1,-1%,-5%,0,?
O=S1(=O)CCN(Cc2ccc(Cl)cc2)CC1,13%,-7,7%,6%,-3,9%,7%,42,0%
COCOCCn1cc(CN2CCS(=O)(=O)N(Cc3ccc(-c4ccc(OC)nc4)cc3)C(C(C)C)C2=O)nn1 (stereo not given),-11%,3,-3%,-10%,0,-10%,-2%,-18,nt
CC(C)NC(=O)c1ccc(N2CCOCC2)nc1,12%,6,-1%,25%,3,12%,-3%,16,3%
COc1ccc(OC)c(CCNC(=O)CN2C(=O)COc3ccc(S(=O)(=O)N4CCC(C)CC4)cc32)c1,nt,nt,-15%,?,5,nt,2%,nt,nt
Cc1ccc(C(=O)NCCc2cc3ccc(C)c(C)c3[nH]c2=O)cc1[N+](=O)[O-],5%,8,1%,4.1µM*,5,-6%,-3%,-17,?
Cc1ccc(S(=O)(=O)C2(C(=O)N(C)C3CCCCC3)CC2)cc1,8%,-5,4%,0%,11,2%,17%,-3,-1%
CC(C)Nc1nc2n(c(=O)n1)CCN2C(C)C,6%,15,-10%,12%,3,11%,-2%,5,-2%
COc1ccc(S(=O)(=O)n2cccc2)cc1,15%,-11,-3%,-17%,0,5%,8%,-18,?
O=C(Nc1cnn(Cc2ccc(F)cc2)c1)c1cnccn1,9%,7,-3%,3%,-1,15%,-16%,21,-5%
COc1ccccc1NC(=O)N1CCC(c2nnc(SCC(N)=O)n2C)CC1,19%,16,0%,-4%,3,20%,-16%,25,-8%
O=C(O)CCC(=O)NNc1nc2ccccc2nc1-c1ccccc1,7%,3,6%,-1%,-5,10%,0%,5,?
N#Cc1c(NC(=O)c2cc(-n3cnnc3)ccc2Cl)sc2c1CCCC2,?,10,?,-11%,11,?,-5%,-14,-1%
O=C(Nc1cccc(NC(=O)c2cc([N+](=O)[O-])ccc2Cl)n1)c1cc([N+](=O)[O-])ccc1Cl,?,-14,18µM*,15µM*,-8,12µM*,18%,-100*,?
COc1cc(OC)cc(C(=O)NNC(=O)C2CCCC2)c1,3%,14,12%,-1%,-6,-17%,5%,4,-23%
COc1ccccc1NC(=O)CN1CCN(CC(=O)Nc2ccc(S(N)(=O)=O)cc2)CC1,8%,-1,-14%,19%,0,-8%,-4%,17,7%
c1ccc2nc(-c3nc4ccccc4o3)ccc2c1,10µM*,?,11µM*,-8%,0,13µM*,-21%,-3,1%
CCOC(=O)C1(CCOc2ccccc2)CCN(Cc2cc(OC)ccc2OC)CC1,-18%,-20,0%,3%,-19,-13%,-1%,-7,16%
CC(=O)c1cnc2cc(C)nn2c1C,-4%,?,-7%,-5%,-6,-2%,-5%,17,-2%
Cc1cc(=O)nc2c3ccccc3n(CC(=O)Nc3ccccc3Br)n12,-11%,2,-4%,-28%,8,-18%,-1%,69,-17%
CC(C)CSc1ccc(S(=O)(=O)NCC(=O)O)cc1[N+](=O)[O-],0%,3,11%,0%,-5,9%,0%,18,-5%
Cn1c(C(=O)NCC2CCCO2)cc2oc3ccccc3c21 (stereo not given),-10%,-14,-28%,-25%,3,-29%,27%,?,2%
CCOC(=O)COc1cnc2ccccc2n1,10%,3,-2%,4%,5,9%,6%,22,-4%
COc1ccc(NC(=O)CSC2=NN3CCCC(=O)N=C3S2)c(OC)c1,1%,-1,-2%,-11%,5,5%,-4%,-12,-7%
Cc1ccc(S(=O)(=O)NC(=O)Nc2ncc3c(n2)CC(c2ccco2)CC3=O)cc1 (stereo not given),6%,0,-14%,6%,1,19%,-1%,7,-1%
CCCCNC(=O)C1(NC(=O)Nc2ccc(C)cc2)CCCCC1,4%,5,15%,-18%,-3,?,3%,-2,?
O=C(CCNC(=O)c1ccccc1Cl)NCC12CC3CC(CC(C3)C1)C2,8%,0,-3%,-10%,-5,14%,-4%,-2,-3%
Cc1ccc(/C=C/C(=O)Nc2nn[nH]n2)o1,-5%,0,2%,2%,1,-1%,-2%,2,2%
CCc1nc(Nc2ccc(OC)c(OC)c2)c2nnn(Cc3ccccc3Cl)c2n1,-4%,46,-20%,?,5,?,-7%,-65*,-1%
Cc1ccc(C(=O)Nc2cc(S(=O)(=O)N3CCOCC3)ccc2N2CCCC2)cc1,-4%,5,-5%,-2%,1,-11%,-3%,?,-3%
Cc1cc2oc(C(=O)NC3CCS(=O)(=O)C3)cc(=O)c2cc1C (stereo not given),1%,2,15%,?,3,6%,-1%,12,29%
CCOC(=O)N1CCN(C(=O)CN(c2ccc(C)c(C)c2)S(=O)(=O)c2ccccc2)CC1,0%,14,3%,1.2µM*,1,4%,-1%,-11,-9%
Cc1cccc(C)c1NC(=O)COC(=O)[C@@H]1CCCN1C(=O)c1cccs1,-2%,-3,-2%,5%,10,3%,15%,7,-11%

# Sorted by count of non-hydrogen atoms (lowest first): some entries from above
SMILES,HT1080NT lethal,D3 antag,KB-3-1 cytotox,KB-V1 MDR tox,D3 ag,HT1080 IDH1KD tx,GLP1R ag,IL-1B inflam inh,SW480 rerep
CC(=O)c1cnc2cc(C)nn2c1C,-4%,?,-7%,-5%,-6,-2%,-5%,17,-2%
CC(C)Nc1nc2n(c(=O)n1)CCN2C(C)C,6%,15,-10%,12%,3,11%,-2%,5,-2%
c1ccc2nc(-c3nc4ccccc4o3)ccc2c1,10µM*,?,11µM*,-8%,0,13µM*,-21%,-3,1%
Cn1c(C(=O)NCC2CCCO2)cc2oc3ccccc3c21 (stereo not given),-10%,-14,-28%,-25%,3,-29%,27%,?,2%
Cc1cc2oc(C(=O)NC3CCS(=O)(=O)C3)cc(=O)c2cc1C (stereo not given),1%,2,15%,?,3,6%,-1%,12,29%
CCCCNC(=O)C1(NC(=O)Nc2ccc(C)cc2)CCCCC1,4%,5,15%,-18%,-3,?,3%,-2,?
O=C(O)CCC(=O)NNc1nc2ccccc2nc1-c1ccccc1,7%,3,6%,-1%,-5,10%,0%,5,?
O=C(CCNC(=O)c1ccccc1Cl)NCC12CC3CC(CC(C3)C1)C2,8%,0,-3%,-10%,-5,14%,-4%,-2,-3%
CCc1nc(Nc2ccc(OC)c(OC)c2)c2nnn(Cc3ccccc3Cl)c2n1,-4%,46,-20%,?,5,?,-7%,-65*,-1%
Cc1nn(-c2ccccc2)c(OC(=O)c2ccc(Br)cc2)c1S(=O)(=O)c1ccccc1,nt,nt,11%,-5%,9,nt,-2%,nt,nt
COc1ccc(OC)c(CCNC(=O)CN2C(=O)COc3ccc(S(=O)(=O)N4CCC(C)CC4)cc32)c1,nt,nt,-15%,?,5,nt,2%,nt,nt
